HEK293 tox = cytotoxicity in counter-screen for GLP-1R inverse agonists; 0.13% of 410,000 active; HEK293 cAMP-luciferase reporter cells, luminescence, 24 h; Potency, µM (doses to about 38.3 µM), without a hit: at the highest dose activity change, negative = inhibition, most hits filed as inhibitors; AID 624418;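 note: loss of luciferase light is scored as toxicity; potency is the fitted concentration of half-maximal effect; % is set by controls: 0 for no effect and ±100 for the full control effect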
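Here, cytotoxicity is scored as loss of luminescence. The MLSMR collection was tested on cells seeded in medium containing 10% Nu serum, with a 24 hr compound exposure preceded by 12 hours of culture.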
PLK1 PBD block = inhibitors of human PLK1 polo-box domain binding | Potency, µM, for the others: max response, negative = inhibition, most hits filed as inhibitors | AID 720504 | Plk1 PBD binding of FITC phosphopeptide, fluorescence polarization | P53350 | 2.8% of 360,000 active; note: potency is the fitted concentration of half-maximal effect; series mostly up to about 57 µM; % is set by controls: 0 for no effect and ±100 for the full control effect; nearly all actives have a fitted effect of over 65% in size
Target sequence (P53350 whole entry, looked up, the tested form may be a part): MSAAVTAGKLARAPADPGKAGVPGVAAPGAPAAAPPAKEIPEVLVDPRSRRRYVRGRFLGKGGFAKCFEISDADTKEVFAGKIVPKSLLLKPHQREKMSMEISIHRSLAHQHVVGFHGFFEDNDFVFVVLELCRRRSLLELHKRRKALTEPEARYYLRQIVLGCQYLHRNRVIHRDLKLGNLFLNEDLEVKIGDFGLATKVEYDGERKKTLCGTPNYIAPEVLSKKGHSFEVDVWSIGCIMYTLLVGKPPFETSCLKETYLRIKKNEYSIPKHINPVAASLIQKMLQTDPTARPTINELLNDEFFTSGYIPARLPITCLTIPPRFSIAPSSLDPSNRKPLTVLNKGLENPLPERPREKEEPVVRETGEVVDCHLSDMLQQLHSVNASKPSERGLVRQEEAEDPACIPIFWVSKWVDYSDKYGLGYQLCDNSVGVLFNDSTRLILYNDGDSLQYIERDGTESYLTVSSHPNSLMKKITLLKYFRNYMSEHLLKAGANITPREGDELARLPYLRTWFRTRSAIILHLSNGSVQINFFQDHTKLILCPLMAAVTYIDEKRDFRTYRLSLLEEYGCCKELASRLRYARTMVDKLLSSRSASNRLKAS
GLP-1R agonist = agonists of human GLP-1 receptor | P43220 | HEK293 GLP-1R CRE-luciferase, luminescence, 4-6 h; cells express a hypersensitive GLP-1R form | Potency, µM (doses to about 45.6 µM), inactives show top-dose activation, usual class: activators | 0.007% of 380,000 active | AID 624172; note: potency is the fitted concentration of half-maximal effect; % of control where 0% means no effect
D3 ag = D3 dopamine receptor (human) agonism. P35462. AID 652048. max activation, %. D3R DiscoveRx beta-arrestin cells, luminescence, 90 min. 0.58% of 410,000 active; in the data active = max activation above about 30%; note: 0% is about no effect; mostly tested at two doses, the higher about 12 µM
Target sequence (P35462 whole entry, looked up): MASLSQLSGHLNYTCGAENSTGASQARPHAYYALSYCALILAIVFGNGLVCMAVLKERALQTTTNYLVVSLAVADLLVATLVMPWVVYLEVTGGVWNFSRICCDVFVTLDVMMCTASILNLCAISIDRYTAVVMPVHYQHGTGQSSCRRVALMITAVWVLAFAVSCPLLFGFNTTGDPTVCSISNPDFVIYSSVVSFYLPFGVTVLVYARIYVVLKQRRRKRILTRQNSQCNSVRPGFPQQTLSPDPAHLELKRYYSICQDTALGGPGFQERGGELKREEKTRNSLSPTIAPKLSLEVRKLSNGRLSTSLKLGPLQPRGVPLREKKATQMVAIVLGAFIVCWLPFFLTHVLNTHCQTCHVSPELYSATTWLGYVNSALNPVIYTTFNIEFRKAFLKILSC
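Cells at 1500/well, incubated overnight, then treated with pinned compounds (dopamine as control) for 90 min at 37 degrees C. DiscoveRx reagent added for 30 - 60 minutes at room temperature; luminescence read.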
DRD3 antagonist = D3 dopamine receptor (human) antagonism; D3R cells, DiscoveRx beta-arrestin luminescence, antagonist mode; hits give low values; max response, negative = inhibition, %; 2.5% of 360,000 active; in the data active = max response below about -50%; inconclusive = no clear call, values can overlap the other calls; note: % is set by controls: 0 for no effect and ±100 for the full control effect; mostly tested at two doses, the higher about 12 µM
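Cells plated overnight at 1500 cells/well, then exposed to library compounds with dopamine controls for 90 minutes at 37 degrees C. DiscoveRx reagent added for 30–60 minutes at room temperature; luminescence read, quantitative HTS format.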
PI5P4Ka inh = blocks human PI5P4K alpha kinase activity. P48426. 1.2% of 330,000 active. PI5P4Kalpha enzyme, ADP-Glo luminescence, 60 min; hits give low values. max response, %. AID 652105; active = max response of -50% or lower; inconclusive = between -30% and -50%; inactive = -30% or higher; note: value at the top dose of about 77 µM; % is set by controls: 0 for no effect and ±100 for the full control effect
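Controls without substrate or without enzyme flank wells where PI5P4Kalpha converts substrate using 5 microM ATP (final). Incubation lasts 60 minutes at room temperature; ADP formed is read by ADP-Glo luminescence.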
IL2 activator = IL-2 activation | IL-2 activation reporter assay, cell-based qHTS; stimulated with anti-CD3/CD4/CD28 beads; in transgenic mouse T cells | activation, % (series mostly up to about 46 µM) | 0.065% of 360,000 active; in the data active = activation above about 50%; inconclusive = mostly about 30% to 49%; note: 0% is about no effect
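Unstimulated transgenic mouse T cells; 60-min compound exposure; bead-based TCR/CD4/CD28 stimulation; 18 h culture, 37 degrees C; dual fluorescence (EGFP, DsRed) plate cytometry.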
WRN helicase inh = blocks human WRN helicase; Potency, µM (titrated, usually from 114 µM), for the others: top-dose activity change, negative = inhibition, usual class: inhibitors; 0.46% of 360,000 active; Q14191; WRN helicase unwinding, fluorescent forked duplex, kinetic; AID 651768; note: potency is the fitted concentration of half-maximal effect; % is set by controls: 0 for no effect and ±100 for the full control effect; nearly all actives have a fitted effect of over 55% in size
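Enzyme (20 nM final) and test compound sit together 15 min at room temperature before substrate addition. Substrate is a single-forked duplex oligonucleotide (100 nM) labelled with fluorophore and quencher, with 2 mM ATP; helicase unwinding raises red fluorescence, read kinetically.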
GLP1R inv ag = GLP-1 receptor (human) inverse agonism; HEK293 GLP-1R CRE-luciferase, luminescence, 24 h; GLP-1R form is constitutively active; 1.6% of 410,000 active; P43220; Potency, µM (doses to about 38.3 µM), for inactives: at the top dose activity change, negative = inhibition, usual class: inhibitors; note: potency is the fitted concentration of half-maximal effect; % is set by controls: 0 for no effect and ±100 for the full control effect; nearly all actives have a fitted effect of over 55% in size
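HEK293 cells stably co-expressing a cAMP-responsive luciferase reporter and constitutively active GLP-1R were seeded, incubated 12 h, then exposed to compounds for 24 h at 37 C. Luminescence was read 12 min after detection reagent; inverse agonists lower signal.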
Numbers without * were called inactive; ? = inconclusive; . = not tested or not shown; [ ] = remark or other dose. Unless noted, calls come from the whole dose curve; as a rule, active = well fitted curve in the direction sought with a large enough effect; inconclusive = small, poorly fitted or top-dose-only effect, or another doubt; inactive = no such curve, though single readings can be large; an effect the other way counts as inactive or inconclusive. Random draw from the library; about 7.8% have a hit in one of these screens.

SMILES | HEK293 tox | PLK1 PBD block | GLP-1R agonist | D3 ag | DRD3 antagonist | PI5P4Ka inh | IL2 activator | WRN helicase inh | GLP1R inv ag
CC(=O)Nc1cccc(C(=O)N2CCN(S(=O)(=O)Cc3ccccc3)CC2)c1 | -2% | -3% | 5% | -5 | -2 | 4 | -0.3 | 6% | 3%
COCCNC(=O)/C(C#N)=C/c1c(N2CCN(c3ccccc3)CC2)nc2ccccn2c1=O | -1% | -10% | 6% | -13 | 2 | 0 | -0.1 | 1% | 29%
CCn1c(SCC(=O)N2CCN(S(=O)(=O)c3ccccc3)CC2)nnc1-c1cccs1 | -17% | 2% | -8% | 1 | 25 | . | 0.6 | 3% | 0%
CSc1ccc(/C=N/n2nnnc2N)cc1 | 5% | 0% | -7% | 1 | -19 | . | -2.7 | -4% | 7%
Cc1ccc(/C=N/NC(=O)c2cccc(NC(=O)c3ccccc3Cl)c2)o1 | 8% | -16% | 10% | 1 | -8 | -7 | 0.4 | -3% | -11%
O=C(O)c1cc(Cl)c(Cl)cc1C(=O)Nc1cccc2ncccc12 | -4% | 2% | 0% | 6 | 8 | 10 | 0.4 | -25% | 9%
O=C(c1ccc2oc(Cc3ccc(Cl)cc3)nc2c1)N1CCCCC1CCO (stereo unspecified) | 13% | -2% | 10% | 2 | 7 | 4 | -1.0 | -7% | -21%
Cc1ccc(S(=O)(=O)NN=C2CC3CC2C2CCCC32)cc1 (stereo unspecified) | 15% | -16% | 1% | 0 | -9 | -3 | -3.1 | 1% | 5%
C=C(C)Cn1c(-c2cccs2)n[nH]c1=S | -2%[0.307 µM] | -15% | -15% | -5 | -8 | 4 | 0.6 | -3% | -5%[0.307 µM]
COc1ccc(CCNC(=O)COC(=O)COc2ccc(Cl)cc2)cc1OC | 6% | 4% | -1% | 7 | 4 | 2 | 1.8 | 3% | 14%
CC(=O)c1ccc(NC(=O)/C(=C\c2ccccc2)NC(=O)/C=C/c2ccccc2)cc1 | -10% | -2% | -10% | -2 | 1 | 2 | -1.7 | 1% | -6%
CCCC(=O)Nc1ccc(C(N)=O)cc1 | 3% | -5% | 1% | 6 | 7 | 0 | 0.0 | 15% | 12%
O=C1c2ccccc2-c2c1cccc2C(=O)N1CCOCC1 | 46%[activator] | -6% | 5% | 0 | 2 | 2 | -0.4 | -5% | 14%
O=C(COC(=O)c1ccc(F)c(S(=O)(=O)N2CCOCC2)c1)NCCc1ccc(F)cc1 | 0% | -7% | 7% | 1 | 1 | 8 | 0.4 | -6% | -4%
CC(C)Cn1c(-c2nn(C)cc2Cl)n[nH]c1=S | -4% | -7% | 2% | 1 | ? | 1 | -0.6 | 1% | 6%

In a second layout: entries from further up.
Values run as follows: HEK293 tox	PLK1 PBD block	GLP-1R agonist	D3 ag	DRD3 antagonist	PI5P4Ka inh	IL2 activator	WRN helicase inh	GLP1R inv ag
> CC(=O)Nc1cccc(C(=O)N2CCN(S(=O)(=O)Cc3ccccc3)CC2)c1
    -2%	-3%	5%	-5	-2	4	-0.3	6%	3%
> COCCNC(=O)/C(C#N)=C/c1c(N2CCN(c3ccccc3)CC2)nc2ccccn2c1=O
    -1%	-10%	6%	-13	2	0	-0.1	1%	29%
> CCn1c(SCC(=O)N2CCN(S(=O)(=O)c3ccccc3)CC2)nnc1-c1cccs1
    -17%	2%	-8%	1	25	.	0.6	3%	0%
> CSc1ccc(/C=N/n2nnnc2N)cc1
    5%	0%	-7%	1	-19	.	-2.7	-4%	7%
> Cc1ccc(/C=N/NC(=O)c2cccc(NC(=O)c3ccccc3Cl)c2)o1
    8%	-16%	10%	1	-8	-7	0.4	-3%	-11%
> O=C(O)c1cc(Cl)c(Cl)cc1C(=O)Nc1cccc2ncccc12
    -4%	2%	0%	6	8	10	0.4	-25%	9%
> O=C(c1ccc2oc(Cc3ccc(Cl)cc3)nc2c1)N1CCCCC1CCO (stereo unspecified)
    13%	-2%	10%	2	7	4	-1.0	-7%	-21%
> Cc1ccc(S(=O)(=O)NN=C2CC3CC2C2CCCC32)cc1 (stereo unspecified)
    15%	-16%	1%	0	-9	-3	-3.1	1%	5%

(further entries)
SMILES | HEK293 tox | PLK1 PBD block | GLP-1R agonist | D3 ag | DRD3 antagonist | PI5P4Ka inh | IL2 activator | WRN helicase inh | GLP1R inv ag
CCc1cccc(C)c1NC(=O)CSc1nc(C)c(C)o1 | 17% | -18% | -2% | 1 | 1 | 1 | -3.6 | 5% | 9%
Cc1cccnc1NC(=O)C1CCN(S(=O)(=O)c2ccc3ccccc3c2)CC1 | -5% | 0% | 8% | 3 | -25 | -3 | -0.8 | 10% | 1%
Cc1nc2c(OCC(=O)c3ccc(F)cc3)cccn2c1N(C)Cc1cccs1 | -2% | -24% | 5% | -17 | 0 | -23 | 0.0 | -15% | -23%
CN=C1c2ccccc2CN1c1cccc(C(=O)OC)c1 | 0% | -5% | ? | -11 | 5 | -3 | 0.8 | -11% | 111%[activator]
COc1ccc(S(=O)(=O)N2CCCCC2)cc1NC(=O)c1cnc(C)cn1 | -8% | 6% | 0% | 4 | 43 | -5 | 0.2 | -4% | 12%
COc1ccc(N2C(=O)C(CN3CCN(C)CC3)C2c2ccccc2)cc1 (stereo unspecified) | 8% | -11% | -5% | -5 | -5 | 3 | 0.0 | -2% | ?
COc1ccc(/C=C/c2cc(-c3ccc(C)cc3)o[n+]2C)cc1 | -24% | -11% | -5% | -5 | -4 | 9 | -0.7 | 5% | ?
O=C1c2ccccc2[C@@H]2C[C@@H](O)[C@H](Nc3cccc(C(F)(F)F)c3)CCN12 | 4% | -2% | -1% | -27 | ? | -7 | -0.6 | -4% | 13%
CCCCCn1c(SCCOCC)nc2c1c(=O)[nH]c(=O)n2C | 11% | -9% | 8% | 3 | 32 | -1 | -0.2 | -5% | 53%[activator]
Cc1cc(C(=O)Cn2nnc(-c3ccc(Cl)cc3)n2)c(C)n1CC1CCCO1 (stereo unspecified) | 0% | 1% | 6% | 7 | 16 | . | 3.5 | -14% | ?
O=C(CCNC(=O)c1ccc([N+](=O)[O-])cc1)NCc1cccs1 | -2% | 0% | 1% | 2 | 11 | 8 | -0.5 | 2% | 2%
CCCc1nc(Nc2nc3ccccc3o2)nc(C)c1C(=O)OCC | 13% | -7% | ? | -7 | 8 | . | -1.4 | -9% | 55%[activator]
CCOC(=O)c1ccc(C(=O)NNC(=O)C2CC=CCC2)cc1 (stereo unspecified) | 14% | 4% | 0% | -4 | 2 | 0 | 0.2 | 7% | 13%
O=C(Cc1ccccc1)NC1(Cc2ccc(O)cc2)CCCCC1 | 2% | -5% | 3% | -5 | -17 | 0 | 0.2 | 0% | -30%
Cc1ccc(NCC(O)C(O)C(O)CO)c(N=Nc2ccccc2)c1C (stereo unspecified) | -22% | 2% | -5% | -15 | -24 | -3 | 1.6 | 1% | ?
N#CCCN1CCN(Cc2ccccc2)CCC1=O | 0% | 0% | -3% | -5 | -24 | 5 | -0.2 | 8% | 8%
COc1ccc(Cl)cc1Nc1nc(-c2sc(NC(=O)CC(C)C)nc2C)cs1 | -4% | -15% | 0% | 6 | 26 | -23 | 0.5 | 5% | 8%
COc1ccc(-c2csc(NC(=O)c3c(C)noc3C)n2)cc1OC | -15% | -14% | 3% | 0 | 79 | 0 | -2.8 | -6% | -6%
O=C(Nc1ccncc1)c1ccc2c(c1)S(=O)(=O)c1ccccc1C2=O | -13% | -5% | 10% | 2 | -7 | -2 | -0.6 | -8% | -4%
CC(=O)Nc1ccc2oc(-c3cc(F)c(F)cc3Cl)nc2c1 | 34%[activator] | -3% | -2% | 10 | 19 | 4 | 2.1 | -3% | -3%
COCCC(=O)N1CCC(Oc2ccc(C(=O)NCc3csc(C)n3)cc2)CC1 | -2% | -3% | -2% | 3 | -11 | 7 | -0.9 | 1% | 17%
Cc1cc(C(=O)CSc2nn3c(=O)c(C(C)(C)C)nnc3s2)c(C)n1-c1ccc(F)cc1 | -14% | -8% | -30% | 7 | 2 | -9 | 0.0 | -19% | -4%
CSc1ncccc1C(=O)NCC12CC3CC(CC(C3)C1)C2 | 3% | -5% | 8% | 3 | 5 | 2 | 0.3 | -7% | ?
CC(C)(C)n1nc2c(c1NC(=O)c1ccc(F)c(F)c1)CS(=O)(=O)C2 | 6% | -8% | -10% | -1 | -17 | 2 | 0.5 | -22% | 19%
Fc1ccc(C(c2nnnn2C2CCCC2)N2CCN(Cc3ccccc3)CC2)cc1 (stereo unspecified) | -18% | -2% | -1% | -11 | -26 | -8 | -1.2 | -6% | 0%
CC(=O)CCC(=O)OCC(=O)c1ccc(C(F)(F)F)cc1 | 2% | -4% | -2% | -12 | 28 | 2 | -0.1 | -6% | 1%
CCCCC(=O)NNC(=S)NC(=O)c1cccc([N+](=O)[O-])c1 | 5% | ? | -5% | 1 | 36 | . | -2.5 | 5% | 0%
O=C(CC1SC(=Nc2ccccc2)N(CCCO)C1=O)Nc1ccc(Cl)cc1 (stereo unspecified) | 6% | -9% | -4% | -5 | -18 | 2 | -0.2 | -5% | ?
O=S1(=O)CCN2C=C(Cl)C=C(Cl)C2=N1 | 4% | -11% | -1% | -8 | 10 | 2 | -1.0 | -4% | 2%
COc1ccc(OC(C)C(=O)Nc2cccc(F)c2)cc1 (stereo unspecified) | 7% | -16% | 0% | 3 | 13 | 2 | -0.8 | -8% | 0%
CCN1C(=O)CC(n2c(C)nc3ccccc32)C1=O (stereo unspecified) | 29% | -4% | 4% | 2 | 13 | 0 | -1.3 | -6% | 23%

Screening results: PubChem BioAssay, National Center for Advancing Translational Sciences (NCATS)
